INS promoter inh = TRM-6 insulin promoter activity inhibition; TRM-6 cells (human fetal islet line), insulin promoter-eGFP reporter, imaging; reporter expression induced with tamoxifen; inhibition, % at 2 µM; AID 1273; hit rate 0.9% among 130,000;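 active = inhibition above the mean plus 3 SD, with well images judged a real hit on visual review, cut at about 60% in these data, passing the limit was not always enough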
SDO1 yeast rescue = compounds rescuing growth of sdo1-depleted yeast, bone marrow failure model; hit rate 0.21% among 140,000; S. cerevisiae sdo1-depleted JHY4D growth rescue, OD600 30 h; hits give high values; pdr5 snq2 efflux-pump mutant strain; z-score at 10 µM; AID 817;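 active = z-score above 3 at both the 24 hr and the 30 hr optical density reads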;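 note: z-score against mean and SD of all compound wells on the same plate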
SDO1 yeast rescue Rescue 24 h = also measured in SDO1 yeast rescue; calls as there; z-score; S. cerevisiae sdo1-depleted JHY4D growth rescue, OD600; measured here: growth rescue at 24 h;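 0 is the plate mean of compound wells and units are plate SD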
Numbers without * were called inactive; i = inactive; nt = no result given.

INS promoter inh	SDO1 yeast rescue	SDO1 yeast rescue Rescue 24 h	SMILES
nt	0.09	-0.45	CCOC(=O)N1CCC(NC(=O)CCc2cn(C)c3ccccc23)CC1
-45.5	1.51	1.66	CC1(C)C(=O)C2(CCCC2)C(=O)OC1c1ccco1 (configuration not stated)
nt	0.35	-0.32	CCOC(=O)c1cc2c(ccn2C)n1CC(=O)N1CCN(c2ccccc2OC)CC1
nt	0.28	0.47	COc1cccc(C2CC(c3ccccc3OC)n3ncnc3N2)c1 (configuration not stated)
43.8	0.9	1.11	CCCCNC(=O)CSc1nnc(Cc2ccccc2)n1CC
27.3	-0.3	-0.78	Cc1ccccc1-n1c(=O)cc(N2CC(C)OC(C)C2)[nH]c1=O (configuration not stated)
-440.0	nt	nt	N#CCc1ccc(NC(=O)/C=C/c2ccc([N+](=O)[O-])o2)cc1
nt	0.64	1.2	C=CCN1C(=O)c2oc3ccccc3c(=O)c2C1c1ccc(O)c(OC)c1 (configuration not stated)
0.0	-1.63	-1.11	CCC(Sc1nc2ccccc2c(=O)n1CC1CCCO1)C(=O)NCc1cccnc1 (configuration not stated)
20.0	0.97	0.43	CCN(CC)Cc1c(O)ccc2c(=O)c(Oc3ccccc3OC)coc12
-23.8	nt	nt	C#CCn1ccc(O)c(Cc2c(F)cccc2Cl)c1=O
nt	1.92	1.58	CC(C)(C)NC(=O)NC(=O)Cn1cc(C(F)(F)F)ccc1=O
9.1	0.1	0.04	O=C(NCCO)c1ccc(-c2nnc(N3CCOCC3)c3ccccc23)cc1
26.5	-0.37	-0.44	COCCn1c(SCC(=O)Nc2sccc2C(N)=O)nc2cc(Cl)ccc2c1=O
-453.3	1.82	1.31	COc1cc(/C=C2\S/C(=N/S(=O)(=O)c3ccc(C)cc3)NC2=O)c([N+](=O)[O-])cc1OC
-38.5	nt	nt	Cc1ccc(N/N=C2\CS(=O)(=O)N(C)c3ccsc32)cc1
-63.6	-1.66	-1.82	COc1ccc(C)cc1NC(=O)CN1CCN(S(=O)(=O)c2ccc(F)cc2)CC1
8.7	-0.24	-0.62	O=C(NNC1=C(C(=O)C(F)(F)F)CCC1)c1ccc(Br)cc1
26.7	1.21	1.65	COc1ccccc1C(=O)Nc1ccc(Cc2ccncc2)cc1
nt	0.41	0.25	CCc1ccc(CCC(=O)Nc2nnc(CC)s2)o1
-8.7	-1.26	-0.67	Cc1ccccc1C(=O)/C=C1/c2ccccc2CC(C)(C)N1C
nt	-0.24	-0.52	Cc1ccc(C(C)C)c(OCCN2C(=O)NC(C)(C)C2=O)c1
nt	-0.63	-1.19	Cc1cc2oc3c(c(=O)c2cc1C)C(c1ccc(F)cc1)N(CCCN1CCOCC1)C3=O (configuration not stated)
16.7	-1.48	-1.29	Cc1cccc(N2CCN(C(=O)C3CCN(S(=O)(=O)c4cccc5nsnc45)CC3)CC2C)c1 (configuration not stated)

Arranged by count of non-hydrogen atoms (low to high): some entries from above
INS promoter inh	SDO1 yeast rescue	SDO1 yeast rescue Rescue 24 h	SMILES
-45.5	1.51	1.66	CC1(C)C(=O)C2(CCCC2)C(=O)OC1c1ccco1 (configuration not stated)
-23.8	nt	nt	C#CCn1ccc(O)c(Cc2c(F)cccc2Cl)c1=O
nt	-0.24	-0.52	Cc1ccc(C(C)C)c(OCCN2C(=O)NC(C)(C)C2=O)c1
9.1	0.1	0.04	O=C(NCCO)c1ccc(-c2nnc(N3CCOCC3)c3ccccc23)cc1
26.5	-0.37	-0.44	COCCn1c(SCC(=O)Nc2sccc2C(N)=O)nc2cc(Cl)ccc2c1=O
-453.3	1.82	1.31	COc1cc(/C=C2\S/C(=N/S(=O)(=O)c3ccc(C)cc3)NC2=O)c([N+](=O)[O-])cc1OC
16.7	-1.48	-1.29	Cc1cccc(N2CCN(C(=O)C3CCN(S(=O)(=O)c4cccc5nsnc45)CC3)CC2C)c1 (configuration not stated)

Following part.
INS promoter inh	SDO1 yeast rescue	SDO1 yeast rescue Rescue 24 h	SMILES
nt	0.65	0.25	CCCOC(=O)C1=C(C)NC2=C(C(=O)CC(C)(C)C2)C1c1ccc(N(C)C)cc1 (configuration not stated)
-25.9	-1.11	-1.01	CCOc1ccc(NC(=O)CC2C(=O)N(c3ccccc3)C(=O)N2CCc2cccs2)cc1 (configuration not stated)
-7.7	nt	nt	CCc1nnc(NC(=O)CSc2nnc(CSc3nc(C)cc(C)n3)o2)s1
nt	-0.69	-1.15	CC(C)COC(=O)n1c(=O)oc2cc(S(=O)(=O)N3CCCCC3)ccc21
nt	-0.03	-0.41	O=C(CN1CCN(c2ccccn2)CC1)NCCc1ccccc1
-50.0	0.29	0.29	CC(C)CN(C(=O)COC(=O)c1ccccc1Sc1ccccc1C#N)C1CCS(=O)(=O)C1 (configuration not stated)
nt	0.58	0.06	COc1ccc(CN2CCNC(=O)C2CC(=O)O)c(OC)c1 (configuration not stated)
nt	-0.9	-1.23	CC(=O)Nc1cccc(Cl)c1C(=O)O
11.4	1.06	0.15	COc1ccc(-n2cnnc2SCC(=O)Nc2nc(C)c(Cl)cc2Cl)cc1
56.1	-0.54	-1.66	COc1ccc(-c2nnc(SCC(=O)N3CCN(c4ccccc4)CC3)o2)cc1OC
5.0	nt	nt	CC(=O)CSc1nc(N(C)C)nc(N(C)C)n1
25.0	-0.9	-0.95	COc1cc(NS(=O)(=O)c2ccc(Nc3nc(-c4cccc([N+](=O)[O-])c4)cs3)cc2)nc(OC)n1
-13.3	-2.24	-0.99	O=C(CN1CCN(C(c2ccccc2)c2ccccc2)CC1)NC(=O)NCc1ccco1
8.1	0.45	0.61	O=c1oc2ccccc2c2c1C(c1ccc(Cl)cc1)Nc1ccc3ccccc3c1-2 (configuration not stated)
nt	1.65	1.98	COc1ccc(S(=O)(=O)N2CCN(C(=O)Cc3cccs3)CC2)cc1
-6.9	-0.26	0.09	O=C(C1CCN(S(=O)(=O)c2ccc(Cl)cc2)CC1)N1CCOCC1
0.0	1.33	-0.13	O=C(O)CCN1Cc2ccccc2C1=O
22.6	0.4	-0.19	O=C(O)c1ccccc1OCCOc1ccccc1C(=O)O
nt	0.22	0.13	Cn1c(=O)c2c(nc(N3CCNCC3)n2Cc2cccc3ccccc23)n(C)c1=O
nt	1.21	0.68	CCCNC(=O)c1nc2ncc(Br)cn2n1
28.6	nt	nt	CCOP(=O)(OCC)c1nc(-c2cccc([N+](=O)[O-])c2)oc1N1CCCCC1
nt	0.42	0.32	Cc1nn(C)cc1/C=N/NC(=O)c1ccc2c(c1)OCO2
nt	0.04	-0.18	NC(=O)c1ncc(C(F)(F)F)cc1Oc1ccc(C(F)(F)F)cc1
nt	-0.42	-0.39	CN1CCCCc2c1nc1ccccc1c2N (tested in a mixture with another compound)
6.2	-1.02	-0.16	CCOc1cc(CN2CCN(c3cccc(C(F)(F)F)c3)CC2)ccc1OC
nt	-0.81	-1.18	Cc1ccc(-c2nc3ccccc3c(=O)n2CCN2CCOCC2)cc1
0.0	0.82	0.58	Cc1cc(=O)[nH]c(N/N=C/c2c(O)n(-c3ccccc3)c(=O)c3ccccc23)n1
-160.0	0.42	0.26	CCCNCc1cc(OC)c(OCCC)cc1Cl
nt	-0.99	0.27	O=C(COC(=O)c1ccccc1Nc1ccccc1)NCc1ccccc1
-72.7	0.1	-0.49	CCOC(=O)N(C)OC(=O)Nc1ccc(Cl)c(Cl)c1
40.5	nt	nt	COc1cccc(CNc2ccc([N+](=O)[O-])cc2Cl)c1O
26.7	-0.97	-1.71	CN(C)S(=O)(=O)c1ccc2c(c1)nc(CCC(=O)Nc1ccc3c(c1)OCO3)n2C
-118.2	-0.03	-0.12	O=C(O)CC1CCS(=O)(=O)C1 (configuration not stated)
-23.5	-1.29	-0.74	O=C(NCc1ccc(Cl)cc1)c1ccccc1CCc1ccccc1
nt	-0.47	-0.05	N=C(N)SCc1nc2ccccc2c(=O)n1-c1ccccc1Cl
-241.7	-0.03	-0.84	CN(C)c1ccc(CNC23CN4CN(CN(C4)C2)C3)cc1
nt	0.11	0.03	Nc1nnc(CC(=O)N/N=C\c2cc([N+](=O)[O-])ccc2O)s1
-25.9	-0.37	-0.1	COC(=O)c1ccccc1NC(=S)NC(=O)COc1ccccc1
-11.1	0.02	-0.73	Cc1cc(=O)c2n(Cc3ccc(Cl)cc3)nc[n+]2[nH]1
36.8	-1.03	-0.8	Cc1ccc(S(=O)(=O)N/N=C2/CC(c3ccccc3)Oc3ccccc32)cc1 (configuration not stated)
-7.9	-0.05	-0.23	CC(C(=O)N/N=C/c1ccc(N(C)C)c(Br)c1)N(c1ccccc1)S(C)(=O)=O (configuration not stated)
-80.0	-0.08	0.04	Cc1ccc(C)c(N2C(=O)CC(N3CCN(Cc4ccc5c(c4)OCO5)CC3)C2=O)c1 (configuration not stated)
21.6	0.58	0.47	CCOc1ccc(-n2c(SCC(=O)c3c(N)n(C)c(=O)n(C)c3=O)nnc2-c2cccnc2)cc1
i	nt	nt	O=[N+]([O-])c1ccc(/C=N/N=C/c2ccc([N+](=O)[O-])o2)o1
30.8	-0.71	-0.65	COC(=O)C(O)(CC(=O)Nc1ccc(C)c(F)c1)C(F)(F)F (configuration not stated)
47.1	nt	nt	N#Cc1ccc(/C=C/C(=O)c2ccc3c(c2)OCO3)cc1
9.7	0.16	-0.26	CCCCNC(=O)C1CCCNC1=O (configuration not stated)
nt	1.05	1.04	CC(=O)Nc1ccc(/C=N/Nc2nc3ccccc3[nH]2)cc1
nt	-0.44	-0.45	Cc1ccc(C)c(N2CCN(C(=O)c3ccc(Cn4c(=O)[nH]c5ccccc5c4=O)cc3)CC2)c1
0.0	nt	nt	COc1ccc(CCNC(=O)CSc2ccc(Br)cc2)cc1OC
-60.0	1.02	0.93	CN(C)CCCC(=O)c1ccc2c(c1)OCO2
0.0	nt	nt	O=C(O)CCc1nn2c3ccccc3n(CCO)c2nc1=O
-13.2	0.18	-0.49	CCc1ccc(C(=O)COC(=O)CNC(=O)c2cccs2)cc1
-27.3	0.02	0.71	C=CCn1c(SCC(=O)Nc2ncc(Cc3cc(C(F)(F)F)ccc3Cl)s2)nnc1-c1ccncc1
nt	0.82	1.18	O=C(Nc1cnc2ccccc2c1)c1cccnc1
-5.7	0.36	0.49	O=C(Nc1ccc(N2CCCC2)c(Cl)c1)c1ccc(Br)o1

Compound profiles, as listed above. Order of values: INS promoter inh | SDO1 yeast rescue | SDO1 yeast rescue Rescue 24 h
Results for CN(C)CCCC(=O)c1ccc2c(c1)OCO2 = -60.0 | 1.02 | 0.93
Results for O=C(Nc1ccc(N2CCCC2)c(Cl)c1)c1ccc(Br)o1 = -5.7 | 0.36 | 0.49
Results for Cc1ccc(C)c(N2CCN(C(=O)c3ccc(Cn4c(=O)[nH]c5ccccc5c4=O)cc3)CC2)c1 = nt | -0.44 | -0.45

(continued)
INS promoter inh	SDO1 yeast rescue	SDO1 yeast rescue Rescue 24 h	SMILES
-370.0	-1.66	-1.49	CC1CCCC(NC(=O)Cc2ccc(Br)cc2)C1C (configuration not stated)
nt	-1	-0.89	CSC1=C(C#N)C(c2ccc(C(C)C)cc2)CC(=O)N1 (configuration not stated)
-2.9	0.71	1.11	CCc1ccc(/C=C/C(=O)c2cc(Br)ccc(=O)c2O)cc1
13.5	nt	nt	O=c1c2cnn(-c3ccccc3)c2ncn1/N=C/c1ccncc1
nt	-1.84	-1.59	O=S(=O)(Nc1cccc2ncccc12)c1cccs1
-28.6	1.84	1.61	O=C(c1ccc(Cl)cc1)N1CCN(C(=O)c2ccco2)CC1
-73.3	nt	nt	CCC(C)(C)c1ccc(Oc2ccc(N)cc2)cc1
-12.2	-0.1	1.2	COc1ccc(O)c(-c2cc(C(F)(F)C(F)F)nc(-c3ccccc3)n2)c1
-13.3	nt	nt	COc1cccc(-n2cnc3sc(C)cc3c2=O)c1
-80.0	-1.21	-1.99	Cc1cccc(Cn2c(SCCO)nc3c2c(=O)n(C)c(=O)n3C)c1
10.0	-0.18	0.58	Cc1cc(NC(=O)c2cc(-c3cccs3)on2)nn1Cc1ccc(Cl)cc1
nt	-0.69	-0.63	Cn1c(Cn2c(=O)sc3ccccc32)nnc1SCC(=O)NCCc1ccccc1
nt	0.03	-0.03	CCCCN(C)Cc1c(C)[nH]c2ccc(Cl)cc2c1=O
nt	0.76	0.47	Cc1ccc(/C=C/C(=O)O)cc1S(=O)(=O)N(C)CCO
-43.2	-1.32	-1.06	C(#Cc1ccccc1)Cn1nnc2ccccc21
-40.7	nt	nt	N#CCC(=O)Nc1ccc(C(=O)OCC(=O)Nc2ccccc2Sc2ccccc2)cc1
-200.0	-0.59	-0.69	CCc1nnc(NS(=O)(=O)c2ccc(N=Cc3c(C)[nH]n(-c4ccc(C)c(C)c4)c3=O)cc2)s1
4.3	1.31	1.27	CNC(=S)N1CCN(c2cccc(OC)c2)CC1
-2.6	-0.86	-0.75	Cc1ccc(NC(=O)c2cccc(OCc3c(C)noc3C)c2)cc1S(=O)(=O)Nc1ccccc1Cl
-13.9	0.79	0.7	COc1ccc(N2C(=O)CC(N3CCC(c4nc5ccccc5[nH]4)CC3)C2=O)cc1 (configuration not stated)
28.6	0.21	0.51	CCCCCCC1CC(CCc2nc(=S)[nH][nH]2)C(=O)O1 (configuration not stated)
48.6	-0.1	0.07	COC(=O)c1ccccc1S(=O)(=O)NC(=O)c1ccccc1
nt	0.64	0.12	CCOC(=O)c1csc(NC(=O)c2ccccc2)n1
13.5	0.74	0.5	Cc1nc2nc[nH]n2c(=O)c1CC(=O)O
2.9	-0.6	-1.43	Cc1ccc(NC2=C(Cl)C(=O)OC2OC(=O)c2ccco2)cc1C (configuration not stated)
16.7	nt	nt	Nc1nonc1C(=O)N/N=C/c1ccncc1
-14.2	-0.39	-0.27	CCSc1ccccc1C(=O)Nc1cccnc1
nt	-0.13	0.2	CCCCn1c(=O)n(C)c(=O)c2c3c(sc21)COC(C)(C)C3
nt	-1.13	-1.14	CCOc1ccc(N(CC(=O)N2CCc3ccccc32)S(=O)(=O)c2c(C)noc2C)cc1

Bioassay records: PubChem, several laboratories
